# SK-BR-3 tox 24h: SK-BR-3 proliferation inhibitors, primary screen, cell-based, human, 24 h | SK-BR-3 viability, CellTiter-Glo ATP luminescence; stronger effect = lower value | viability, % at 10 µM | hit rate 0.47% among 41,000 | AID 847, 2007;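 active means viability at or below the median of all test compounds minus 3 SD, in both replicates if run twice, cut at about 45% in these data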;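 further: 100% = median untreated cell wells and 0% = median positive control drug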
# Active calls of the source: *. The list is partial. The share of hits here may be higher or lower than overall.
SMILES,SK-BR-3 tox 24h
CN(c1ccccc1)c1nc(N2CCCC2)nc(-n2ccnc2)n1,115.3
Cn1nnc2cc(C(=O)N3CCN(c4ccccc4)CC3)ccc21,92.2
C=CCn1c(=O)[nH]c2cc(C(=O)N3CCN(c4cccc(Cl)c4)CC3)ccc2c1=O,81.1
CNS(=O)(=O)c1cccc(C(=O)OCC(=O)c2cc(C)n(-c3ccc4c(c3)OCO4)c2C)c1,87.2
Cc1ccc2cc(CNC(C)C)c(=O)[nH]c2c1,80.1
O=C(NCc1cccnc1)C(C(=O)c1ccc(F)cc1)n1ccccc1=O (stereo not given),68.8
CN1CCCC(C(=O)C(C#N)c2ccccc2)C1 (stereo not given),87.0
Cc1ccc2[nH]c(=O)c(CN(CCO)Cc3nnnn3CCc3ccccc3)cc2c1,80.6
O=C(NCc1cccc(Cl)c1)c1cccnc1,83.3
CCC(=O)Nc1cccc(NC(=O)CN2CCN(c3ccccc3OC)CC2)c1,98.5
COc1ccc(CCN2C(=O)c3[nH]nc(-c4ccccc4O)c3C2c2ccccc2)cc1OC (stereo not given),77.0
CCOc1[nH]c(/N=C/c2ccco2)c(C#N)c1C#N,93.6
S=C(Nc1ccccn1)c1ccccn1,104.0
COc1ccc2cc(CN(C(=O)Nc3ccccc3)C3CCCC3)c(=O)[nH]c2c1,83.7
O=C(Nc1ccc(O)c(C(=O)O)c1)c1ccc2c(c1)C(=O)N(CC1CCCO1)C2=O (stereo not given),99.3
Cc1sc(NC(=O)CSc2nnc(COc3ccc(Cl)cc3)n2C)c(C#N)c1C,66.8
CCOC(=O)c1nnn(-c2nonc2N)c1CN1CCCCCC1,80.5
Cc1ccc(-n2ncc3c(=O)n(CC#N)cnc32)cc1C,77.3
COC(=O)c1ccccc1NC(=O)Cn1c(=O)oc2ccc(Cl)cc21,94.0
COc1ccc(NC(=O)c2ccco2)cc1NC(=O)c1cc2ccccc2o1,84.0
CCOc1ccccc1C1NC(=O)NC(C)=C1C(=O)OC1CCCC1C (stereo not given),94.2
c1ccc(-n2nc3c(ccc4cnnc43)[nH]2)cc1,84.5
Cc1cc(C)nc(Nc2nc(C)c3cc4c(cc3n2)OCO4)n1,87.6
O=C(O)C1=C(C(=O)N2CCN(C(=O)c3ccco3)CC2)CCCC1,96.6
CCOC(=O)c1cnc2nc(C)[nH]n2c1=O,102.8
CCOC(=O)c1ccc(NC(=O)N2CCc3ccccc32)cc1,105.3
CCn1nnnc1SCC(=O)NCc1cccs1,111.9
CCSc1nnc(-c2ccc(Cl)cc2Cl)o1,85.8
CCOC(=O)N1CCN(C(=O)c2cc3c(ccc4ccccc43)oc2=O)CC1,138.0
Cc1ccc(Oc2nc3ccccc3n3c(C)nnc23)cc1,96.4
CCOCCCNC(=O)c1ccc(OC)cc1,90.3
O=C(O)c1ccc(CSc2nnc(-c3ccncc3)n2CC2CCCO2)cc1 (stereo not given),103.3
O=C(COC(=O)C1CCCN1C(=O)c1cccs1)Nc1ccc2c(c1)OCO2 (stereo not given),83.9
O=C(CSC1=NCCS1)Nc1ccccc1F,90.2
CCC(C)(C)NC(=O)C(c1ccc(F)cc1)N(Cc1ccco1)C(=O)c1cnccn1 (stereo not given),74.0
CCc1c(C)c2cc(Cl)c(O)c(CN(CC)CC)c2oc1=O,81.8
O=C(NC1CC1)c1ccc(S(=O)(=O)NCC2CCCCC2)cc1,86.9
Nc1nnnn1/N=C/c1ccco1,88.1
Cc1ccc(NC(=O)CSc2nnc(CCCCCNC(=O)OC(C)(C)C)o2)c(C)c1,118.6
Cc1ccc(N2CC(C(=O)NC3=NCCS3)CC2=O)cc1C (stereo not given),118.6
CCCCN(CCCNC(=O)CN1C(=O)COc2ccccc21)c1ccccc1,85.8
CCOC(=O)C1CCN(C(C(=O)NC2CCCCC2)c2ccc(OC)cc2)CC1 (stereo not given),90.6
COC(=O)CSc1nnc(-c2ccncc2)o1,110.3
Clc1nc2sccn2c1/C=N/n1cnc2ccccc21,110.3
O=C1CN(CC(=O)N2CCCCC2)c2ccccc2O1,73.3
COC(=O)C1=C(C)N(CCc2ccccc2)C(=O)C1,100.2
Cc1cccc(CSC2=NCCN2C(=O)C2CC2)c1,57.6
CCC(Sc1nc(C)cc(=O)[nH]1)C(=O)Nc1sc2c(c1C#N)CCCC2 (stereo not given),93.1
O=C(CSc1nnc(Cc2ccccc2)n1-c1ccc(Cl)cc1)N1CCOCC1,76.1
COc1ccc(C(=O)Nc2ccc(S(=O)(=O)NCc3ccco3)cc2)cc1OC,108.6
CSc1nc(C)cc(SCCO)n1,100.2
O=C(O)CCNC(=O)c1ccccc1,99.5
Cc1ccc(-c2cc(C(=O)N3CCCC3)no2)cc1,105.2
CC(=O)c1cccc(NC(=O)NCCS(C)=O)c1 (stereo not given),90.5
O=C(NC1(C(F)(F)F)NC(=O)N(Cc2cccnc2)C1=O)c1cccs1 (stereo not given),82.2
CC(=O)Nc1ccc(OCC(O)CN2CCN(Cc3ccccc3)CC2)cc1 (stereo not given),84.6
Cc1ccc(C(=O)Nc2ccc3c(c2)ncn3C)cc1,84.2
COc1ccccc1CNC(=O)c1c(O)c2cc(OC)c(OC)cc2[nH]c1=O,74.9
COc1ccc2c(c1OC)C(=O)N1c3ccccc3SC21 (stereo not given),113.4
O=C(c1ccc(CN2CCOCC2)cc1)N1CCN(Cc2ccccc2)CC1,84.1

# The results go on:
SMILES,SK-BR-3 tox 24h
Nc1nc(N)nc(-c2ccccn2)n1,85.9
O=C(CSc1n[nH]c(-c2ccc(S(=O)(=O)NC3CCCCC3)cc2)n1)N1CCCC1,77.5
CCCCc1c(C)nn(-c2nnc3c4ccccc4n(C)c3n2)c1C,75.3
CCOc1ccc(-c2nnc(N)o2)cc1,89.1
N#Cc1cn(CC(=O)NCCc2c[nH]c3ccccc23)c2ccccc12,76.9
CCOC(=O)c1[nH]c(CSc2nnc(-c3ccc(OC)cc3)o2)c(C(=O)OCC)c1C,64.8
CC1CCN(S(=O)(=O)c2ccc(S(=O)(=O)NCC3COCCO3)cc2)CC1 (stereo not given),78.1
Nc1nnc(CCC2CCCCC2)s1,78.9
COc1cccc(N(CC(=O)NC2CCCC2)C(=O)Cn2nnc(-c3ccc(C)cc3)n2)c1,98.4
CCN(CC)C(NC(=O)c1ccccc1)C(=O)c1ccccc1 (stereo not given),90.4
O=C(O)C1C2C=CC(C2)C1C(=O)NCc1ccoc1 (stereo not given),109.4
COc1cc(NC(=O)c2ccc(Br)o2)ccc1NC(=O)C(C)C,107.8
C=CCNC(=O)C1CC=CCC1C(=O)O (stereo not given),93.8
CCOC(=O)c1cc2c(=O)n3ccccc3nc2n(CCCOC)c1=NC(=O)c1cccnc1,87.5
O=C(Nc1ccc(OC(=O)c2ccncc2)cc1)c1ccncc1,88.6
CCOCCc1nnc(NC(=O)Cc2ccccc2)s1,93.8
O=C(c1ccco1)N1CCN(S(=O)(=O)c2cccs2)CC1,92.2
Cc1ccc(OCC(=O)Nc2ccc(-c3nnc(-c4ccco4)o3)cc2)cc1,105.2
CCN(CC)c1ccc(NC(=O)c2ccc(NC(=O)C3CCCO3)cc2)c(C)c1 (stereo not given),91.3
CCOC(=O)c1ccc(CNC(=O)C(Cc2c[nH]c3ccccc23)NC(C)=O)o1 (stereo not given),102.4
CCOC(=O)c1c(C)[nH]c2ccc(O)cc12,106.4
O=C(NCc1ccco1)C(c1ccc(F)cc1)N(Cc1cccnc1)C(=O)Cn1nnc2ccccc21 (stereo not given),96.6
O=C(O)c1cc(=O)c2c(OCC(O)COc3cccc4oc(C(=O)O)cc(=O)c34)cccc2o1,72.5
Cc1ccc(CS(=O)(=O)CCC(=O)NCCCOC(C)C)cc1,83.4
COc1ccc(NS(=O)(=O)c2cc(C)ccc2OC)cc1OC,91.7
C=CCn1c(Cc2csc(N)n2)nnc1SCc1ccc(C(=O)OC)cc1,99.5
Cc1c(NC(=O)c2coc(=O)c(Br)c2)c(=O)n(-c2ccccc2)n1C,134.2
COC(=O)CC(=O)CSc1nc2c(cc1C#N)CCC2,86.9
O=S1(=O)CC(N2CCCCC2)C(N2CCCCC2)C1 (stereo not given),91.9
Cc1oc(C(=O)O)cc1COc1ccccc1Cl,98.2
O=C(NCCc1ccc(Cl)cc1)c1ncn[nH]1,108.3
COc1ccc(N2C(=O)CN=C2Nc2nc(C)cc(C)n2)cc1,64.3
CCCCCOC(=O)C1[C@H]2C(=O)N(Cc3cccs3)C[C@]23C=C[C@H]1O3 (stereo not given in full),96.4
CC(=O)N(C(C)=O)c1c(C#N)c(C)n(-c2ccccc2)c1C(=O)c1ccccc1,77.3
O=C(NC1CCCC1)C1CCCN1C(=O)Nc1ccc(Cl)cc1 (stereo not given),108.6
Cn1c(=O)c2c(nc(Br)n2CCCc2ccccc2)n(C)c1=O,94.6
O=C(COCc1nc2ccccc2c(=O)[nH]1)NC1CCCC1,90.0
CS(=O)(=O)N1CCC(C(=O)Nc2ccc(OCc3ccccc3)cc2)CC1,101.3
CC1CCN(S(=O)(=O)c2ccc(F)c(C(=O)O)c2)CC1,76.4
COc1ccc(OC)c(NC=C2C(=O)OC3(CCCCC3)OC2=O)c1,93.8
COc1ccccc1N1CCN(C(=O)c2cc(-c3ccc(Cl)cc3)on2)CC1,78.5
CCC(O)c1cc2c(cc1NC(=O)c1cccs1)OCCO2 (stereo not given),89.2
CC/C(O)=C(/C#N)c1nnc2n1CCCCC2,98.5
CCN(CC)CCNC(=O)c1ccc2c(=O)n(CCc3ccccc3)c(=O)[nH]c2c1,80.5
CN1CCN(C(=O)c2ccccc2N(Cc2ccccc2)S(C)(=O)=O)CC1,93.2
C=CCOc1c(Br)cc(CNn2nnnc2N)cc1OCC,93.0
COc1ccccc1C1/C(=C(/O)c2ccccc2)C(=O)C(=O)N1CCO (stereo not given),118.2
Clc1ccc2nc(N3CCN(c4ccccc4)CC3)sc2c1,91.2
COc1cc(C2C3=C(CC(C)(C)CC3=O)N(C)C(=O)N2C)cc(OC)c1OC (stereo not given),84.5
O=C(Nc1ccc(Br)cc1Cl)c1cnccn1,102.3
Cn1c(SCC(=O)Nc2nccs2)nnc1C12CC3CC(CC(C3)C1)C2,119.3
COc1cc(C(=O)Nc2cc(C)c(OCC(=O)N3CCOCC3)c(C)c2)cc(OC)c1OC,90.1
O=C(NCC(=O)N(CCN1CCOCC1)C(C(=O)NC1CCCC1)c1cccnc1)c1cccs1 (stereo not given),90.1
O=C(Cc1ccc(Cl)cc1)NCC(=O)N1CCCC1,90.3
O=C(NCc1ccccn1)c1coc(=O)c(Br)c1,113.8
Cc1cccc(-c2nnc3n2N=C(c2ccccc2)CS3)c1,104.5
Cc1cc2c(c(=O)n1CCc1ccccc1)C(C(C)C)C(C#N)=C(N)O2 (stereo not given),111.2
O=c1cc(CSc2nnc(COc3ccc(Cl)cc3)o2)c2ccccc2[nH]1,79.4
Cc1ccc(-n2c(O)cnc2Nc2nc(C)cc(C)n2)cc1,86.3
Cc1nc(NCc2ccco2)c2c3c(sc2n1)CCC3,57.6

# The list goes on:
SMILES,SK-BR-3 tox 24h
O=C(Nc1cc(=O)c2ccccc2o1)N1CCOCC1,95.5
Nn1cnnc1SC1CCCCC1NS(=O)(=O)c1ccccc1 (stereo not given),77.9
Cc1cccc(Cn2c(C(C)O)nc3ccccc32)c1 (stereo not given),90.7
Cc1cc(C)nc(SCCn2c(N3CCC(C)CC3)nc3c2c(=O)n(C)c(=O)n3C)n1,104.4
COc1ccc(CN2CCN(S(=O)(=O)c3ccccc3)CC2)c(OC)c1,85.4
CCCc1cc(=O)n2[nH]c(-c3ccc(Br)cc3)cc2n1,74.2
CN(C)C(=O)COc1ccc2cc(-c3ccccc3)c(=O)oc2c1,104.6
CCCCC(=O)Nc1nnn(CCC)n1,91.2
CCC(OC(=O)c1cc2sccc2n1C)C(=O)NCc1ccco1 (stereo not given),84.7
CCOc1ccc(OCC)c(NC(=O)CN2CCN(c3cccc(C)c3C)CC2)c1,101.6
Cc1nnc(SCCn2c(N3CCCC(C)C3)nc3c2c(=O)[nH]c(=O)n3C)s1 (stereo not given),96.0
Cc1ccc(-n2ncc3c(NCCCN4CCCC4=O)ncnc32)c(C)c1,99.5
COc1cccc(-c2nnc(SCCC(=O)O)n2C)c1,84.8
FC(F)(F)c1cc(-c2ccco2)nc(NCc2ccco2)n1,87.5
Cc1ccc(S(=O)(=O)CCc2ccccn2)cc1,91.9
CC(=O)N1c2c(cc(Br)cc2S(=O)(=O)NCc2ccc3c(c2)OCO3)CC1C (stereo not given),81.0
Cc1cc(C(F)F)n2ncc(C(=O)N3CCc4ccccc4C3)c2n1,85.1
CSc1n[nH]c(NC2=CC(=O)CCC2)n1,77.3
CCOc1c(S(=O)(=O)N2CCCC2)ccc(Cl)c1Cl,86.6
COCc1cc(=O)n2[nH]c(-c3cccc(Br)c3)cc2n1,113.3
Cn1c(SCCOc2ccccc2Cl)nnc1-c1ccncc1,100.0
CNc1nc(SCC(=O)OC)nc(N2CCOCC2)n1,89.5
CC(C)CNS(=O)(=O)c1ccc(S(=O)(=O)N2CCCN(Cc3ccccc3)C2)cc1,73.9
CC(C)CCn1c(CN(C)Cc2ccccc2)nc2c1c(=O)n(C)c(=O)n2C,95.5
Cc1cc(N2CCC(C(=O)NC3CCCCC3)CC2)nc(-c2ccccc2)n1,75.4
